proKLK7 act – proKLK7 zymogen activators, primary screen, biochemical, fluorescence intensity. Kallikrein-7 (Homo sapiens), P49862. purified proKLK7, EDANS-DABCYL substrate fluorescence; 100% is mature enzyme control, 0% vehicle. activation, % at 7 µM. 370,000 tested, 0.9% active. AID 652039, 2013;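 active = activation above the mean of all tested compounds plus 3 SD, computed per campaign excluding outliers beyond control limits, cut at about 13% in these data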
LEDGF integ inh – blockers of LEDGF/p75-dependent integrase strand transfer – biochemical, TR-FRET, high throughput, primary screen; HIV-1 integrase (with human LEDGF/p75); TR-FRET IN-LEDGF/p75 DNA integration, Eu/Cy5; 370,000 tested, 0.64% active; inhibition, % at 3.7 µM;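 active = inhibition above the screen-wide mean plus 3 SD, cut at about 13% in these data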;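 also: signal is the Cy5 over europium emission ratio at 671 and 618 nm; 0% = plate median of compound wells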
ARFGAP1 inhibitor – inhibitors of rat ARFGAP1 GAP activity, primary screen, biochemical, fluorescence polarization, GDP tracer; ADP-ribosylation factor GTPase-activating protein 1 (Rattus norvegicus), Q62848; Arfgap1-stimulated ARF1 GTP hydrolysis, GDP FP detection; inhibition, % at 16.5 µM; 360,000 tested, 0.26% active; AID 651572, 2012;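 active = inhibition above a per-plate limit, mean inhibition of low control wells plus 3 SD, cut at about 25% in these data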;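 also: 0% = DMSO wells with enzyme and 100% = wells lacking Arfgap1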
Target sequence (Q62848 1-136 limits assumed): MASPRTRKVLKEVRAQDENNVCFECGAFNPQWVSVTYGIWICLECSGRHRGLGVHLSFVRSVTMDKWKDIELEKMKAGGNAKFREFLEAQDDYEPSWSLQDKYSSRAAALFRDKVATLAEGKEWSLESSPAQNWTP
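Material: truncated rat Arfgap1 GAP domain; Incubation: compound-enzyme preincubation 20 min, reaction 120 min, detection 60 min, 25 °C; Read-out: percent inhibition of Arfgap1-stimulated GTP hydrolysis; Technique: FP, GDP Alexa 633 tracer displaced from anti-GDP antibody, 620/688 nm; Controls: No-Arfgap1 wells (100%) versus DMSO full-reaction wells (0%); Replication: single well per compound.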
ADAM17 inh – ADAM17 inhibitors, primary screen, biochemical, QFRET | Disintegrin and metalloproteinase domain-containing protein 17 (Homo sapiens), P78536 | 370,000 tested, 0.83% active | recombinant ADAM17, EDANS/DABCYL FRET peptide cleavage | AID 720648, 2013 | inhibition, % at 6.95 µM;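 active = inhibition above the mean of compounds lying between control limits plus 3 SD, set per campaign, cut at about 8.5% in these data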;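 also: 0% = DMSO-only wells as the low control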
DDE Tn7 FP inh – inhibitors of Tn7 peptide binding to fibrin DD(E), primary screen, biochemical, fluorescence polarization, human fibrin, Tn7 probe; Fibrinogen beta chain (Homo sapiens), P02675; 370,000 tested, 0.13% active; FP displacement of FITC-Tn7 peptide from fibrin DD(E); 0% = median of compound wells per plate; inhibition, % at 8.3 µM;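 active = inhibition above the mean of compounds falling within the control limits plus 3 SD of them, cut at about 14% in these data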;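 also: 0% = plate median of compound wells and 100% = 10 µM Aha-Tn7 peptide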
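Assay system: Human fibrin DD(E) protein | Medium: Tris buffer with calcium and detergent, pH 7.8 | Reagent: 0.1 µM fluorescent Tn7 | Compound dosing: Single point at 8.3 µM | Times: 10 min preincubation, 3 h with tracer, room temperature | Detection: Fluorescence polarization of the labelled Tn7 tracer | Controls: Aha-Tn7 high control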
Tn6 DDE FP – inhibitors of Tn6 peptide binding to fibrin DD(E), primary screen, biochemical, fluorescence polarization, human fibrin, Tn6 probe. Fibrinogen beta chain (Homo sapiens), P02675. Fibrin DD(E) TRITC-Tn6 fluorescence polarization displacement. inhibition, % at 8.3 µM. 370,000 tested, 0.21% active. AID 720509, 2013;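 active = inhibition above a per-campaign cutoff: mean of compounds within control limits plus 3 SD, cut at about 15% in these data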;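 also: 0% = median of all compound wells on the plate and 100% = blocking peptide control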
ADAM10 inh – human ADAM10 inhibitors, primary screen, biochemical, QFRET, HTS; Disintegrin and metalloproteinase domain-containing protein 10 (Homo sapiens), O14672; recombinant ADAM10, EDANS/DABCYL FRET peptide cleavage, 3 h; inhibition, % at 7 µM; 370,000 tested, 0.62% active;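 active = inhibition above a per-campaign cutoff equal to the mean of compounds falling between control-based bounds plus 3 SD, cut at about 20% in these data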;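 also: 0% = DMSO wells while the 100% control is not disclosed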
Target sequence (O14672 214-748 limits assumed): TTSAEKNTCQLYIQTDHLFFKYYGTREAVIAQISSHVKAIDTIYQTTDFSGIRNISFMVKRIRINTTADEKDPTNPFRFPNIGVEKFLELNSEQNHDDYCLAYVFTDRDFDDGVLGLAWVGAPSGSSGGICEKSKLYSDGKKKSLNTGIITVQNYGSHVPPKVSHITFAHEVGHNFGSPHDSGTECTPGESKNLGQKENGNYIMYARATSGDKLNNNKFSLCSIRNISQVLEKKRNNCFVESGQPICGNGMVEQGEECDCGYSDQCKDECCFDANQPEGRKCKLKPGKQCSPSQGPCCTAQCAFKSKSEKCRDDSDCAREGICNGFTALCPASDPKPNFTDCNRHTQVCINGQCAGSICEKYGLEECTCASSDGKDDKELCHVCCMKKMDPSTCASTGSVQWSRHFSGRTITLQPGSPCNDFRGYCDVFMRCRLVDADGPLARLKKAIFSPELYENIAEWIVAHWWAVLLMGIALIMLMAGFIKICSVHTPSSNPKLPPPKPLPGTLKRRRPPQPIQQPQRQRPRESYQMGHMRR
TDP2 inh – human TDP2 enzyme inhibitors, primary screen, biochemical, epi absorbance, recombinant enzyme. Tyrosyl-DNA phosphodiesterase 2 (Homo sapiens), O95551. T5PNP hydrolysis, p-nitrophenol absorbance 415 nm. inhibition, % at 12.8 µM. 370,000 tested, 0.34% active. AID 720702, 2013;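 active = inhibition above the mean of all tested compounds plus 3 SD, set per campaign, cut at about 25% in these data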;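 also: 0% = DMSO with enzyme and 100% = buffer with substrate but no TDP2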
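Read-out basis: percent inhibition. System: recombinant human TDP2. Buffer or medium: Mg2+-containing Tris-HCl buffer, pH 7.5. Repeats: single replicate. Timing: reaction 2 h, 37 °C. Benchmarks: high control without enzyme, low control DMSO plus TDP2. Probe or stimulus: 5 mM T5PNP. Doses: 12.8 µM only. Measured by: epi absorbance of p-nitrophenol freed from T5PNP by hydrolysis.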
ASAP1 GAP inh – inhibitors of human ASAP1 ArfGAP activity, primary screen, biochemical, fluorescence polarization. ASAP1-stimulated ARF1 GTP hydrolysis, GDP FP detection. 360,000 tested, 0.19% active. inhibition, % at 16.5 µM. Arf-GAP with SH3 domain, ANK repeat and PH domain-containing protein 1 (Homo sapiens), …; in the data active = inhibition above about 25%;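 also: 0% = vehicle with enzyme and substrate and 100% = no enzyme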
Target sequence (Q9ULH1 325-724 limits assumed): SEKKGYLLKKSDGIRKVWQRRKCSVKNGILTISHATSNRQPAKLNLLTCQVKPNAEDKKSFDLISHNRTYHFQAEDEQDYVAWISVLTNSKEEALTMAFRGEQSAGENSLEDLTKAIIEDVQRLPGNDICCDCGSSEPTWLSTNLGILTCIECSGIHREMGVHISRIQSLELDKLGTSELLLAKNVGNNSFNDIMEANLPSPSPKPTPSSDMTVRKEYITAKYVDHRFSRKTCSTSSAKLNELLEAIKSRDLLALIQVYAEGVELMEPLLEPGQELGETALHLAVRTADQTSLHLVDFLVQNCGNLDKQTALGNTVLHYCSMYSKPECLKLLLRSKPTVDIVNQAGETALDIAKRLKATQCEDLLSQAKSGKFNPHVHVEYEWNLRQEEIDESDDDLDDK
PLCg1 inh – PLC-gamma1 enzyme inhibitors, primary screen, biochemical, fluorescence, purified enzyme; fluorogenic substrate; inhibition, % at 12.2 µM; 1-phosphatidylinositol 4,5-bisphosphate phosphodiesterase gamma-1 (Homo sapiens), P19174; AID 720700, 2013; 370,000 tested, 0.84% active; in the data active = inhibition above about 9.5%
* = called active by the depositor; i = inactive; · = not tested or not shown.

nr	SMILES	proKLK7 act	LEDGF integ inh	ARFGAP1 inhibitor	ADAM17 inh	DDE Tn7 FP inh	Tn6 DDE FP	ADAM10 inh	TDP2 inh	ASAP1 GAP inh	PLCg1 inh
1	O=C(Nc1ccc(Cl)cn1)c1ccccc1F	-0.1	-2	2	-15	0	4	-38	14	-7	-3
2	COc1ccc(-c2cc(Cl)cc3c(=O)c4ccccc4n(C)c23)cc1F	-2.8	-1	-2	-9	6	0	-7	-3	3	-18
3	CC(=O)N1CC(=O)N(CC(=O)Nc2ccc(Br)cc2)C1=S	0.1	-4	2	-1	0	1	-2	4	-4	-4
4	O=C(C[n+]1ccccc1)N/N=C/c1cccc(Cl)c1Cl	-0.3	11	-11	2	1	2	4	-10	0	5
5	Cc1cc(-c2ccccc2)c(C#N)c(=S)[nH]1	0.1	-1	-14	-3	4	4	-8	-1	3	-6
6	COc1cc(NS(=O)(=O)c2ccc(NC(=O)C34CC5CC(CC(C5)C3)C4)cc2)ncn1	-0.2	0	-11	-2	1	3	-9	6	-3	0
7	C=CCCC(=O)Nc1nc(C)c(-c2csc(Nc3ccc(Cl)cc3Cl)n2)s1	-1.5	-1	20	-2	0	-8	-1	3	6	-8
8	CN(C)CCCOc1nc2c(c(=O)n(C)c(=O)n2C)n1C	0.2	0	-6	-1	-4	0	8	4	-5	5
9	CC(C)C[C@@H](CN1CCC[C@H]1CN1C(=O)C(=O)NC[C@@H]1Cc1ccccc1)N1C[C@H](Cc2ccc(O)cc2)N(CC2CCCCCC2)C(=O)C1=O	0.3	4	-6	7	-3	-6	19	-6	-2	-1
10	CCCN(CCC)C(=O)c1c(NC(=O)CC)sc2c1CCCCC2	1.0	-2	0	-3	7	7	-5	6	2	0
11	Cc1c(Cc2ccccc2)c(=O)oc2cc(OC(C)C(=O)NCC3CCC(C(=O)O)CC3)c(Cl)cc12 (stereo not drawn)	0.9	-5	-11	-49	6	2	-224	-3	5	-12
12	CCO[C@@H]1OC(C(=O)NCc2ccccc2)=C[C@H](c2csc3ccccc23)[C@H]1CCCO	0.4	0	7	2	-2	0	9	2	10	-1
13	Cc1ccn(C(=O)c2cc3cc(Cl)ccc3oc2=O)n1	-1.4	10	4	-2	0	3	1	-2	-2	-10
14	COc1ccc(-n2cnnc2SCC(=O)Nc2cc(C)on2)cc1	-0.1	1	-2	-5	5	-3	-8	15	2	1
15	CC(=O)c1cccc(CN2CCCCC2C(=O)Nc2ccc(Oc3ccccc3)nc2)c1 (stereo not drawn)	0.0	-2	5	-4	11	8	0	4	8	-3
16	CN(C(=O)c1ccc(NC(=O)Cc2ccc([N+](=O)[O-])cc2)cc1)C1CC1	0.3	1	-14	3	-6	7	10	-7	-8	5
17	CC(C)CCNc1nc(N)c([N+](=O)[O-])c(NC2CCCCC2)n1	0.0	5	-2	-1	0	2	3	3	5	0
18	COc1ccc(Oc2cn[nH]c2-c2ccc(O)cc2O)cc1	0.1	-5	16	7	1	-8	11	-1	16	2
19	N#CC1(NC(=O)COC(=O)c2nccnc2N)CCCCC1	-34	-4	-4	i	4	-3	i	-5	-3	-259
20	O=C(c1ccc2c(c1)CCC2)N1CCN(Cc2c(F)cccc2Cl)CC1	0.1	1	-4	1	-2	4	-11	-4	6	3
21	O=C(O)CSc1nnc(-c2cccs2)n1-c1ccc(Cl)cc1	-0.2	3	-14	-3	0	7	-5	9	-3	-2
22	Fc1cccc(NCCc2c[nH]c3ccccc23)n1	-0.5	3	4	7	-1	1	15	-16	-1	2
23	S=c1[nH]c2cc3ccccc3cc2[nH]1	3.1	4	9	-4	-7	1	-4	10	-5	2
24	Cc1ccc(C)c(OCCCC(=O)Nc2ccccc2C(N)=O)c1	0.6	5	3	-2	3	5	-6	-4	3	-5
25	COc1ccccc1C(=O)N/N=C/c1c[nH]c2ccccc12	-0.4	-2	-15	-3	1	4	-4	1	-2	-19
26	O=C1COc2ccc(C(=O)CSc3nnc(NCc4ccccc4)s3)cc2N1	0.0	1	-1	2	-1	-3	2	4	-3	1
27	C[C@H]1CN([C@@H](C)CO)C(=O)c2cc(NC(=O)c3ccncc3)ccc2O[C@H]1CN(C)Cc1ccc(C(=O)O)cc1	0.4	5	-12	-1	-5	6	1	-14	6	1
28	CCOc1ccc(CCNC(=O)COC(=O)c2cccc(S(=O)(=O)N3CCCCC3)c2)cc1OCC	0.4	4	-3	1	-4	4	0	-7	4	4
29	C[C@H](NC(=O)[C@@H]1Cc2ccccc2CN1C(=O)OC(C)(C)C)C(=O)NC1CCCCC1	0.4	0	-1	0	4	-2	7	-11	1	2
30	COc1cc(CNn2c(C)n[nH]c2=S)cc(Br)c1OCC(=O)NC(C)(C)C	-0.2	-3	12	-4	-10	8	2	2	24	1
31	COc1cccc(CN(C)C(=O)[C@H]2O[C@@H](n3cnc4c(=O)[nH]c(N)nc43)[C@H](O)[C@@H]2O)c1	-0.2	2	-9	-2	8	0	-5	6	-4	3
32	CCCC(=O)N1CCC[C@]2(CC[C@@H](CCC(=O)OCC)O2)C1	-0.3	4	·	0	-5	-1	3	2	·	-2
33	CCOC(=O)c1c(CSc2ccc(CC)cc2)oc2ccc(O)c(CN(C)C)c12	-0.5	-3	-2	0	-1	-2	2	-13	12	4
34	COc1ccc(C)cc1NC(=O)COC(=O)c1ccc([N+](=O)[O-])o1	0.4	-1	3	-1	-3	2	5	15	9	2
35	Oc1cccc(Oc2ncc(C(F)(F)F)cc2Cl)c1	0.0	-4	6	-2	0	4	15	0	3	-3
36	Brc1cccc(-c2cnco2)c1	0.0	-2	-9	-9	-1	0	-7	-1	6	-1
37	Cc1cccc(N2CCN(C3=NC(=O)C(Cc4ccccc4)S3)CC2)c1 (stereo not drawn)	0.0	-1	3	-1	4	6	-1	-6	2	2
38	COCCn1c(=NC(=O)c2ccc(S(=O)(=O)N3CCc4ccccc4C3)cc2)sc2cc(OC)ccc21	1.9	2	-4	2	1	-6	1	8	5	2
39	COCCCNC(=S)N(Cc1cccnc1)Cc1ccc(OC)c(OC)c1	-0.1	0	-12	-1	5	0	-4	8	-4	0
40	CCCCC(=O)Nc1ccc(N2CCN(C(=O)CC)CC2)cc1	-0.2	2	-7	-2	-7	4	-1	-8	4	3
41	CCOC(=O)C1=C(C)NC(=O)NC1c1cc(C)sc1C (stereo not drawn)	0.5	2	-12	-1	0	10	5	6	-3	2
42	CC(C)C(=O)NC(=S)N(Cc1ccccc1)Cc1ccccc1	0.5	-2	-1	-3	9	-2	10	3	-5	-1
43	O=C1CS(=O)CN1c1ccc(Oc2ccccc2)cc1 (stereo not drawn)	-0.8	0	4	0	-3	4	5	1	4	12*
44	CC1CCCCN1CCCNC(=O)Cn1ncc2c([nH]c3ccccc32)c1=O (stereo not drawn)	0.1	0	6	-6	-5	4	-14	12	9	0
45	CCOc1ccc(N2C(=O)CC(N3CCN(C(=O)c4ccco4)CC3)C2=O)cc1 (stereo not drawn)	-0.3	4	-7	4	-8	-8	6	-1	9	3
46	CCOC(=O)[C@]12CCC=C1N(Cc1cccc3ccccc13)C(=O)[C@H](CC(=O)N1CCCCC1)C2	0.3	3	-8	2	-4	2	0	-4	-6	-1
47	NC(=O)c1nn(-c2ccccc2)nc1NC(=O)Cn1nnc(-c2ccccc2)n1	-0.1	1	17	-1	-5	3	-6	1	-12	0
48	Cc1cc(S(=O)(=O)N2CCCCCC2)c(Cl)cc1Cl	-0.6	1	5	1	-2	-9	-6	-7	-4	2
49	CC(=O)c1c(NCc2ccccc2)nc(=O)n(-c2ccccc2)c1C	-0.2	-1	10	2	5	10	2	-2	-1	-1
50	COc1ccc(C(c2c(C)n(C)n(-c3ccccc3)c2=O)c2c(C)n(C)n(-c3ccccc3)c2=O)cc1OC	-0.8	3	1	0	-6	-2	8	-16	5	1
51	Cc1ccc(/C=N/NC(=O)CN2CCN(S(=O)(=O)c3ccc(Br)cc3)CC2)s1	0.4	-2	0	1	2	0	5	-7	16	4
52	Clc1ccccc1OCc1nc(-c2ccc(Br)o2)no1	0.2	-3	4	2	3	-1	-9	7	6	1
53	CC(=O)C(C(c1ccccc1)N1CCOCC1)N1CCOCC1 (stereo not drawn)	-0.3	-1	6	-2	1	1	-13	2	1	-1
54	CS(=O)(=O)c1ccc(Cl)c(NC(=O)COC(=O)C23CC4CC(CC(C4)C2)C3)c1	0.4	0	7	1	2	2	-13	-14	-5	1
55	CC(=O)Nc1cccc(C(=O)OCC(=O)NC(=O)Cc2ccccc2)c1	-0.2	3	-8	0	-1	3	-3	-2	-6	-4
56	CCC(C)(C(=O)NC1CCCCC1)N(Cc1cccs1)C(=O)Cc1cccs1 (stereo not drawn)	0.1	0	-7	-5	2	2	-13	-7	16	-1
57	Cc1nn(C)cc1/C=N/NC(=O)C1(O)c2ccccc2-c2ccccc21	-0.6	0	-5	3	4	2	6	-3	-12	2
58	O=C(O)C(=O)Nc1ncn[nH]1	-0.5	4	2	-5	4	1	-6	2	0	-2
59	Cc1ccccc1NS(=O)(=O)c1ccc2c(c1)NC(=O)CCS2	-0.6	2	8	-2	-6	-4	-3	2	7	1
